PriA SSB inh – blocks PriA binding to SSB C-terminal tail | AlphaScreen SSBct-PriA binding, biotinylated peptide | inhibition, % at 33 µM | 430,000 tested, 0.6% active; in the data active = inhibition mostly above about 37%, no sharp cut-off; inactive = mostly below about 20%;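 also: plate controls were negative control peptide for no effect and reference peptide for full effect; strong numbers were not always called active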
Numbers without * were called inactive; & = joins results of further samples. This is a subset; count on the stated rates, not on these rows.

cpd	Structure	PriA SSB inh
1	Cc1nc(N2CCC(NC(=O)c3cccc(OC(F)(F)F)c3)CC2)cc(C(F)(F)F)n1	-2.0
2	CC1=C(C(N)=O)C(c2ccc(Cl)cc2)NC(=S)N1 (stereo unspecified)	11.0
3	COc1ccc(C=NNC(=O)c2nnn(-c3nonc3N)c2CN(C)c2ccccc2)cc1	1.3
4	O=C(Nc1nc(-c2ccccn2)cs1)c1ccc(-n2cnnn2)cc1	48.3
5	CCCC(=O)N1CCN(c2nc3c(C)c(Cl)ccc3s2)CC1	5.0
6	CCc1nnc(NC(=O)CSc2ccc3nnc(CCNC(=O)c4ccc(F)cc4)n3n2)s1	-6.0
7	O=S(=O)(c1ccccc1)N1N=C(c2ccccc2)C[C@H]1c1ccco1	3.0
8	Cc1cccc2c1=NC(=O)C(=Cc1c(O)[nH]c(=O)[nH]c1=O)C=2	-11.4
9	O=C(NCC(c1ccc(F)cc1)N1CCOCC1)C1CCCCC1 (stereo unspecified)	-9.0
10	COc1ccc(C2(CNC(=O)C3CCN(S(C)(=O)=O)CC3)CCOCC2)cc1	-33.0
11	Cc1ccc2sc(NCCN(C)C)nc2c1C	29.0
12	CCOc1ccc(-c2ccc(=O)n(CCNC(=O)Cc3ccc(Br)cc3)n2)cc1	-10.0
13	COc1ccccc1CC(=O)N1CCCC[C@H](c2ccc(Cl)cc2)C1	1.0
14	O=S(=O)(NCc1cccnc1-c1ccsc1)c1cccs1	-8.0
15	COc1ccc(OCc2noc(CNC(=O)Cc3sc(C)nc3C)n2)cc1	-13.0
16	COc1cc(C2CC(C(F)(F)F)n3ncc(C(=O)N4CCN(C(c5ccccc5)c5ccccc5)CC4)c3N2)cc(OC)c1OC (stereo unspecified)	3.0
17	COC(=O)c1ccc(-c2csc(NC(=O)C3CCCN(S(C)(=O)=O)C3)n2)cc1 (stereo unspecified)	-14.0
18	COc1ccc(S(=O)(=O)NCC[C@H](O)c2ccsc2)c(C)c1	7.0
19	O=C(CN1C(=O)c2ccccc2C1=O)N1CCN(C(=O)C2CC2c2cccs2)CC1 (stereo unspecified)	-2.0
20	O=C(CSc1ccc(-c2ccccn2)nn1)N1CCN(c2ccccc2)CC1	-16.0
21	Cc1ccc(S(=O)(=O)N=C(Nc2nc(C)cc(C)n2)N2CCOCC2)cc1	-7.7
22	Cc1ccc(NC(=O)Cn2nc3ccc(S(=O)(=O)C(C)(C)C)nn3c2=O)cc1C	-5.0
23	COc1ccc(-c2nc(SCC(=O)NCc3ccco3)c3c(=O)n(C)c(=O)n(C)c3n2)cc1OC	-2.0
24	Cc1ccc(S(=O)(=O)c2nc(N3CCCc4ccccc43)sc2Cl)cc1	-5.0
25	COc1ccc2sc(N(CCN(C)C)C(C)=O)nc2c1	-5.0&5.0
26	O=C(NCCCn1nc(-c2ccncc2)ccc1=O)c1ccc2c(c1)OCO2	-17.0
27	C[C@@H](Cc1ccco1)NC(=O)C1CC1	-6.0
28	CCOC(=O)c1sc(NC(=O)C2CCN(c3cc(-n4cncn4)ncn3)CC2)nc1C	-4.0
29	COC(=O)c1ccc(-c2csc(NC(=O)c3ccc4c(c3)OCCO4)n2)cc1	-2.0
30	O=C(NCc1ccccc1)N1CCn2cccc2C1c1cccs1 (stereo unspecified)	15.0
31	N=C(N)SC12CC3CC(CC(C3)C1)C2	-8.0
32	O=C(/C=C\c1ccc2c(c1)OCO2)NCCn1ncc2c(=O)n(Cc3cccc([N+](=O)[O-])c3)cnc21	2.0
33	COc1ccc(C(=O)NN=Cc2ccc(OC)c(COc3ccccc3Br)c2)c(OC)c1	-2.8
34	COc1ccc(-c2cn3c(CC(=O)NCc4ccc(Cl)cc4)csc3n2)cc1	4.0
35	COc1ccccc1OCC(=O)NCCN1CCN(c2ccccc2OC)CC1	2.0
36	CC(=O)Nc1nc2cc(C)c(C)cc2s1	-6.0
37	CC(C)CCn1c(=O)c2ccc(C(=O)NCC(C)C)cc2n2c(=O)n(C)nc12	-11.0
38	COc1ncccc1C(=O)N1CCN(c2nc3c(C(F)(F)F)cccc3s2)CC1	-20.0
39	O=C(NCCS(=O)(=O)N1CCc2ccccc2C1)C1c2ccccc2Oc2ccccc21	-14.0
40	CC(=O)Nc1ccc(C(=O)N2CCc3nc4ccc(Cl)cn4c(=O)c3C2)cc1	-7.0
41	Cc1cc([C@@H](O)CCNC(=O)CSC2CCCC2)c(C)o1	-5.0
42	COc1cc(OC)cc(C(=O)Nc2nc3c(ccc4ccccc43)s2)c1	-4.0
43	COc1ccccc1NC(=O)c1cc2ccccc2oc1=NO	-1.5
44	N#C/C(=C\c1ccc(OC(=O)c2ccccc2)cc1)C(=O)Nc1cccc2ncccc12	12.0
45	COc1ccc(OC)c2sc(NC(=O)CN3C(=O)CCC3=O)nc12	-3.0
46	O=C(NN=Cc1c(O)ccc2ccccc12)c1cccnc1	-4.7
47	N#CC1=C(SCC(=O)Nc2ccc(Br)cc2)NC(=O)C[C@H]1c1ccccc1Cl	-10.0
48	C/[N+]([O-])=C/c1ccnc2c1ccc1cccnc12	148.5*
49	O=C(Cc1cccs1)N1CCN(Cc2nc3ccccc3n2Cc2ccccc2)CC1	11.0
50	O=C(Nc1ccc(Cl)c(Cl)c1)c1coc(NC(=O)c2cccs2)n1	1.0

Additional records
cpd	Structure	PriA SSB inh
51	COc1cc(C=NNc2nc3ccccc3[nH]2)cc(OC)c1OC	5.4
52	CC(=O)N(C)CC(=O)Nc1cnc(N(C)C)nc1	6.0
53	Cc1cc([N+](=O)[O-])c(-c2ccc(C=Nn3cnnc3)o2)cc1Cl	18.9
54	CC(O)CN1CCN(C(=O)NC(C)C)CC1 (stereo unspecified)	-6.0
55	Cn1c(O)c(C=C2N=c3ccccc3=C2CCNC(=S)NC2CC2)c(=O)n(C)c1=O	4.9
56	O=C(CC1Sc2ccc(C(F)(F)F)cc2NC1=O)Nc1ccccc1SC(F)(F)F (stereo unspecified)	-2.0
57	CCOc1ccccc1NC(=O)C(=O)Nc1ccc2c(c1)N(S(=O)(=O)c1ccc(C)cc1)CCC2	-16.0
58	CC(NC(=O)c1ccccc1)C(=O)NN=Cc1ccc(O)cc1 (stereo unspecified)	0.6
59	O=C(Nn1cnc2c(cnn2-c2ccccc2)c1=O)c1ccc(Cl)c([N+](=O)[O-])c1	0.0
60	COc1ccc(N2CCN(C(=O)c3cc(OC)c(OC)c(OC)c3)CC2)nn1	-9.0
61	Cc1c(C(=O)NN=Cc2ccc(Cl)cc2)[nH]c2ccc(Cl)cc12	-8.8
62	COc1ccc(-c2ccc(=O)n(CCNC(=O)Nc3ccccc3Cl)n2)cc1OC	-12.0
63	N#Cc1cnn(Cc2ccccc2)c1N=CN1CCOCC1	-23.1
64	Cc1ccccc1CN(c1ccc(C(=O)NN=Cc2ccc(OCC(N)=O)cc2)cc1)S(C)(=O)=O	0.0
65	O=C1NC(=Nc2ccccn2)SC1Cc1ccccc1Cl (stereo unspecified)	-10.6
66	Cc1onc(-c2ccccc2Cl)c1C(=O)N1CCN(C(=O)c2cnn3ccccc23)CC1	-11.0
67	O=C(CCn1ccc(=O)[nH]c1=O)N1CCN(C(=O)C2CC2c2ccc3c(c2)OCO3)CC1 (stereo unspecified)	4.0
68	Cc1c(C(=O)NCCn2ncccc2=O)cnn1-c1ccccc1	-11.0
69	CCOc1ccc(N2N=C(C(=O)c3ccccc3)N(c3ccc(OCC)cc3)N=C2C(=O)c2ccccc2)cc1	-13.0&-4.0
70	CCOC(=O)N1CCC(NC(=O)Cn2ccn(-c3cccc(Cl)c3)c(=O)c2=O)CC1	9.0
71	CCCc1nnsc1C(=O)NCC1CCN(C(=O)c2ccncc2)CC1	-12.0
72	O=C(Nc1cnn(C2CCOCC2)c1)c1cc(-c2cccs2)[nH]n1	-12.0
73	CC(=NNC(=O)c1ccc([N+](=O)[O-])c(C)c1)c1ccccc1Cl	-0.9
74	Cc1cc(C(=O)Nc2nc(-c3cc4ccccc4o3)cs2)c(C)o1	-1.0
75	O=C(CN1C(=O)c2cccc3cccc(c23)C1=O)N1CCN(c2ccccc2)CC1	1.0
76	CC(=O)Nc1ccc(SCCCC(=O)Nc2cccnc2)nn1	-20.0
77	Cc1ccc(NC(=O)Cn2c(=O)n(Cc3ccc(F)cc3)c(=O)c3nccnc32)cc1Cl	11.0
78	O=C(NN=Cc1cccc([N+](=O)[O-])c1)c1cc2ccccc2o1	-3.7
79	O=C(NCCS(=O)(=O)NCc1cccs1)c1ccc2c(c1)OCO2	-16.0&-12.0
80	CCOc1cccc2cc(-c3csc(NC(=O)CN4C(=O)c5ccccc5C4=O)n3)oc12	-9.0

Three entries picked at random from those above, as already listed:
cpd	Structure	PriA SSB inh
77	Cc1ccc(NC(=O)Cn2c(=O)n(Cc3ccc(F)cc3)c(=O)c3nccnc32)cc1Cl	11.0
75	O=C(CN1C(=O)c2cccc3cccc(c23)C1=O)N1CCN(c2ccccc2)CC1	1.0
74	Cc1cc(C(=O)Nc2nc(-c3cc4ccccc4o3)cs2)c(C)o1	-1.0

(next part)
cpd	Structure	PriA SSB inh
81	O=C(O)CNC(=O)COc1ccc(Oc2ccccc2)cc1	1.0
82	CCCCn1c(O)c(C=CC=Nc2ccccc2)c(=O)[nH]c1=O	-26.6
83	Cn1cc(-c2ccco2)nc1CCNC(=O)C1(c2cccs2)CCCC1	4.0
84	Cc1[nH]c2ccccc2c1C=NNc1nc2ccccc2[nH]1	41.2*
85	CC(=O)N1CCN(C(=O)Cc2cc(=O)[nH]c(SCc3cccc(Cl)c3)n2)CC1	-8.0
86	Cc1cc2ncc(NC(=O)CSCc3ccccc3)cn2n1	-14.0
87	CCOc1cccc2sc(NC(=O)Cc3ccc(C)cc3C)nc12	-7.0
88	O=C(NCC(=O)N1CCOC(c2ccccc2)C1)C(=O)NCc1cccs1 (stereo unspecified)	-1.0
89	O=C(CCc1ccccc1F)NCC1(Sc2ccccc2)CCOCC1	1.0
90	O=C(NN=C/C(Br)=C/c1ccccc1)c1cccs1	-16.7
91	O=C(O)c1ccccc1NS(=O)(=O)c1ccc2[nH]c(=O)[nH]c2c1	3.0
92	O=C(c1cc(C2CC2)n(C2CCS(=O)(=O)C2)n1)N1CCN(c2ccc(F)cc2)CC1 (stereo unspecified)	-1.0
93	O=C(CCCSc1ccc(NC(=O)c2cccs2)nn1)NCc1ccccc1Cl	-8.0
94	O=C(NCC(=O)N1CCOC(c2ccccc2)C1)c1ccc(-c2ccccc2)cc1 (stereo unspecified)	-3.0
95	Cc1ccc(NC(=S)N2CCn3cccc3C2c2ccncc2)cc1 (stereo unspecified)	8.0
96	O=C1NCCN1C(=O)NC[C@@H](O)Cc1ccccc1	-8.0
97	O=C(NCCCn1ccnc1-c1ccccc1)C1(c2ccccc2)CCOCC1	0.0
98	NC(=NCCCC(NC(=O)CNC(=O)c1ccccc1)C(=O)O)N[N+](=O)[O-] (stereo unspecified)	-15.0
99	O=C(NCC(F)(F)F)C1CCN(c2cc(-n3ccc4ccccc43)ncn2)CC1	4.0
100	COC(=O)c1c(NC(=O)c2cc(=O)c3ccccc3o2)sc(Cc2ccc3c(c2)OCO3)c1C	-16.0&2.0
101	O=C(Nc1ccn2nccc2c1)c1ccsc1	0.0
102	COc1ccc(N(CC(=O)NN=Cc2cccs2)S(=O)(=O)c2ccccc2)cc1	4.2
103	O=C(N1CCN(c2ccc(-c3noc(C(F)(F)F)n3)cn2)CC1)C1(c2ccccc2)CCOCC1	-6.0
104	O=C(Nc1cccc(-c2csc(NC(=O)c3ccc(Cl)cc3Cl)n2)c1)c1ccc(Cl)cc1Cl	-4.0
105	Cc1nnsc1C(=O)NCc1cc(-c2ccccn2)n(C)n1	-3.0
106	CCOC(=O)c1[nH]c(C)c(C(O)=C2C(=O)C(=O)N(CCN(C)C)C2c2ccc(C)o2)c1C (stereo unspecified)	-0.3
107	O=S(=O)(Oc1ccc(Cl)c2cccnc12)N1CCOCC1	-14.0
108	C[C@@H](N)C(=O)NCC1CCC(C(=O)N[C@@H](Cc2ccccc2)C(=O)O)CC1 (stereo partly specified)	-1.9
109	CCOc1ccc(NC(=O)c2ccc(-n3nncc3C)cc2)cc1	-14.0&4.0
110	Nc1cc(=O)[nH]c(SCC(=O)Nc2ccccc2)n1	-7.0

Among those listed so far, 6 have a CF3 group.
cpd	Structure	PriA SSB inh
1	Cc1nc(N2CCC(NC(=O)c3cccc(OC(F)(F)F)c3)CC2)cc(C(F)(F)F)n1	-2.0
16	COc1cc(C2CC(C(F)(F)F)n3ncc(C(=O)N4CCN(C(c5ccccc5)c5ccccc5)CC4)c3N2)cc(OC)c1OC (stereo unspecified)	3.0
38	COc1ncccc1C(=O)N1CCN(c2nc3c(C(F)(F)F)cccc3s2)CC1	-20.0
56	O=C(CC1Sc2ccc(C(F)(F)F)cc2NC1=O)Nc1ccccc1SC(F)(F)F (stereo unspecified)	-2.0
99	O=C(NCC(F)(F)F)C1CCN(c2cc(-n3ccc4ccccc43)ncn2)CC1	4.0
103	O=C(N1CCN(c2ccc(-c3noc(C(F)(F)F)n3)cn2)CC1)C1(c2ccccc2)CCOCC1	-6.0

(further entries)
cpd	Structure	PriA SSB inh
111	CC(C)c1cc(=O)n2c(n1)SCC2CC(=O)N1CCN(c2cccc(Cl)c2)CC1 (stereo unspecified)	9.0
112	CC(C)Oc1cccc(C(=O)NN=Cc2ccoc2)c1	1.1
113	CCOC(=O)c1ccc(NC(=O)Cn2nc3cc(CC)nc(-c4cccnc4)n3c2=O)cc1	-3.0
114	Cc1cccc(-c2c(NC(=O)c3ccco3)n(C)c3ccccc3c2=O)c1	-3.0
115	CC(=O)c1ccc(NC(=O)C2CCCCN2S(C)(=O)=O)cc1 (stereo unspecified)	-1.0
116	CC(C)(C)NC(=O)N1CCSC1c1ccsc1 (stereo unspecified)	-14.0
117	COc1ccc(NC(=O)CN2CCN(S(=O)(=O)c3ccc(F)cc3)CC2)cc1	-14.0
118	CCCn1c(=O)c2ccccc2n2c(SCC(=O)NCc3ccccc3)nnc12	-10.0
119	Cn1cc(C=NNC(=O)c2ccc(C#N)cc2F)c2ccccc21	-5.2
120	CC(/C=N\NC(=O)C(C)Cn1cnc2ccccc21)=C\c1ccccc1 (stereo unspecified)	9.0
121	Cc1nnc2ccc(N3CCN(C(=O)COc4ccc(F)cc4F)CC3)nn12	-1.0&2.0
122	Cn1cc(C(=O)NCC(O)c2cn(C)c3ccccc23)nn1 (stereo unspecified)	-17.0
123	Oc1oc(-c2ccccc2)nc1C=Nc1ccccn1	-5.2
